High-throughput results from PubChem BioAssay.
CHOP UPR activ = activators of apoptotic arm of unfolded protein response (CHOP) | CHO-CHOP luciferase reporter, UPR activation, luminescence; percent of tunicamycin response over DMSO baseline | activation, % at 10 µM | 330,000 tested, 0.34% active;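 active = at 10 µM dose, activation of 40% or more, normalized to positive control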;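 note: 100% = tunicamycin at 10 µg/mL and 0% = DMSO alone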
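System: CHO-CHOP luciferase reporter cell line; amount: 500 cells/well; buffer or medium: F12 medium containing 10% fetal bovine serum; incubation: 6 h compound exposure at 37 °C after overnight seeding; measured by: luciferase luminescence after 10 min with Steady-Glo reagent; evaluation: % reporter activation, DMSO baseline versus tunicamycin full activation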
APJ ag = APJ receptor agonism; P35414; AID 2520; activation, % at 20 µM; 330,000 tested, 0.11% active; CHO-K1 APJ PathHunter beta-arrestin, luminescence; 0% DMSO wells, 100% apelin;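 active = activation more than six SD over the plate average, tested at 20 µM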;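 note: 0% = DMSO alone and 100% = apelin-13 at 10 nM; some results filed as inactive read as strong as hits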
Target sequence (P35414 whole entry, looked up): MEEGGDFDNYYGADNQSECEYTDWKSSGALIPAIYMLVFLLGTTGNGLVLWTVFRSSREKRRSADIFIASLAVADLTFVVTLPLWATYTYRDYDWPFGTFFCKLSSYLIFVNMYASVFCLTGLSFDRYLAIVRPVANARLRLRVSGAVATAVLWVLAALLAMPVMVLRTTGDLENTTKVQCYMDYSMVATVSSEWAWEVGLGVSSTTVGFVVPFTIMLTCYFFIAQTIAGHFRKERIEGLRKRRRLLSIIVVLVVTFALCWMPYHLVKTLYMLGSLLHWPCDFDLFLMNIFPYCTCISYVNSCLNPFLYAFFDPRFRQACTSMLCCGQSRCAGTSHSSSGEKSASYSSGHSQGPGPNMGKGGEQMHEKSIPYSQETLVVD
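Incubation: overnight seeding, 90 min compound at 25 °C, 1 h detection; test system: PathHunter CHO-K1 APJ (AGTRL-1) beta-arrestin reporter cells; amount: 1000 cells/well; doses: one dose, 20 µM compound, 1% DMSO; measured by: beta-gal luminescence; measure: agonist-driven arrestin binding to APJ; benchmarks: negative DMSO alone, positive Apelin-13 at 10 nM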
tim23-1 inh = growth inhibitors of tim23-1 mutant yeast. inhibition, % at 20 µM. S. cerevisiae tim23-1 growth, BacTiter-Glo luminescence, 24 h. 330,000 tested, 1.3% active. AID 463212;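 active = growth inhibition of the mutant yeast at or above 50%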;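 note: temperature-sensitive mutant grown at 25 °C; plate controls were DMSO-treated mutant yeast for no effect and medium wells lacking yeast for full effect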
tim10-1 inh = inhibits growth of tim10-1 mutant yeast | inhibition, % at 20 µM | AID 463190 | S. cerevisiae tim10-1 ts strain growth, BacTiter-Glo, 24 h | 330,000 tested, 2.2% active;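 active = inhibition of at least 40%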;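 note: mutant grown at 25 °C; 0% = DMSO wells with yeast and 100% = wells holding no yeast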
NR3A LBD binder = modulators (binders) of human NR3A ligand-binding domain; Tm shift relative to glycine control, % at 25 µM; 340,000 tested, 2.5% active; NR3A LBD differential scanning fluorimetry, Tm shift; 0% = protein alone, 100% = glycine-bound protein;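 active = melting temperature shift of at least 10% of the positive control shift, at one fixed dose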
UPR XBP1 act = activators of adaptive arm of unfolded protein response (XBP1); CHO-XBP1 luciferase reporter, IRE1-XBP1 UPR activation, luminescence; percent of tunicamycin response, DMSO as zero; activation, % at 20 µM; 330,000 tested, 0.33% active; AID 463104;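 active = versus positive control, 20 µM dose yields 30% or more activation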;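 note: 100% = tunicamycin at 10 µg/mL and 0% = DMSO only wells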
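incubation = overnight seeding at 37 °C, 6 h compound treatment at 37 °C | assay system = CHO-XBP1 cells stably carrying IRE1-XBP1-driven luciferase reporter | input = 1000 cells per well | detection = luciferase luminescence | dosing = single point, 20 µM final compound, 1% DMSO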
NALP3 yeast inh = inhibitors of NALP3 inflammasome in yeast; Yeast reconstituted NLRP3/ASC/caspase-1, beta-gal luminescence, 24 h; inhibition, % at 10 µM; 330,000 tested, 0.39% active; AID 2825;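 active = inhibition of 50% or more; inactive = inhibition below 50%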;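 note: plate controls were induced DMSO wells for no effect and uninduced yeast grown without galactose for full effect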
TIM10 inh = TIM10 yeast growth inhibition. S. cerevisiae TIM10 strain growth, BacTiter-Glo luminescence, 24 h. inhibition, % at 10 µM. 330,000 tested, 1.4% active. AID 463195;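 active = inhibition of 40% or more at the single tested concentration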;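 note: wild-type TIM10 isogenic control strain grown at permissive 25 °C; 0% = DMSO yeast wells and 100% = minimal medium wells without yeast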
Mdm2 MdmX PPI = inhibitors of human Mdm2/MdmX interaction; SaOS-2 split-luciferase Mdm2/MdmX complementation, luminescence; inhibition, % at 8 µM; 330,000 tested, 3% active; AID 485346;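 active = inhibition of at least 50% at 8 µM in the primary screen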
* hit, by the source's call.

SMILES	CHOP UPR activ	APJ ag	tim23-1 inh	tim10-1 inh	NR3A LBD binder	UPR XBP1 act	NALP3 yeast inh	TIM10 inh	Mdm2 MdmX PPI
Cc1ccc(S(=O)(=O)CCC(=O)OCC(=O)N2c3ccccc3NC(=O)C2(C)C)cc1	0.0	-6	1	-2	2	-3	5	-3	5
COc1ccc(-n2c(SCC(=O)Nc3ccc(Br)cc3)nc(O)cc2=O)cc1	0.7	1	5	4	0	-2	8	17	15
Cc1ccc(C(=O)NCc2nnc3c(C(F)(F)F)cc(Cl)cn23)o1	1.1	-3	2	8	-1	-1	-9	1	-4
Cc1ccc2nc(SCC(=O)N3CCN(c4ccccc4)CC3)[nH]c2c1	0.5	-3	20	-14	1	1	21	2	5
CCOC1(/N=C(\C)NS(=O)(=O)c2ccc(Cl)cc2)C(C)=CC(=O)C=C1C	-2.0	-2	-4	14	2	-1	-7	-11	22
COc1ccc(OC)c(S(=O)(=O)Nc2ccc(OCC(=O)O)cc2)c1	1.0	2	-5	6	0	-1	13	8	25
NC(=O)C1CCCN(S(=O)(=O)c2ccc3ccccc3c2)C1 (stereo unspecified)	-3.1	0	-4	-16	-2	-4	-12	-9	26
COc1ccc(S(=O)(=O)N2CCCCC2)cc1NC(=O)C1CC(=O)N(Cc2ccco2)C1 (stereo unspecified)	0.4	-2	11	6	1	0	-6	-4	-2
Fc1ccccc1CSc1nc2ncccc2[nH]1	3.9	-1	30	-5	1	-3	11	20	-50
Cc1ccc(-c2cc(C(=O)NCc3ccccn3)no2)cc1	3.3	-9	14	17	0	4	8	9	-47
Cc1cc(N2C(=O)CC(Cc3ccc(Cl)cc3)C2=O)no1 (stereo unspecified)	-2.3	-4	8	12	0	-2	13	5	11
CCCN1CCN(C(=O)c2ccc(F)c(S(=O)(=O)N3CCOCC3)c2)CC1	-2.0	-1	-5	-16	0	2	8	1	11
Cc1cc(N2CCN(Cc3cn(C)nc3-c3ccccc3F)CC2)cc(C)n1	-0.6	-2	-7	7	0	-3	5	-2	47
CCCc1nnc(NC(=O)CCC(=O)N2CCN(c3ccccn3)CC2)s1	0.6	-1	2	6	-1	-2	0	-1	5
Cc1ccc(C)c(OCCC(=O)OCC(=O)NCCc2ccc(S(N)(=O)=O)cc2)c1	1.9	-1	6	-4	1	-1	14	-11	-1
Cc1cccc(NC(=O)CN2C(=O)NC3(CCCC3)C2=O)n1	0.4	-1	-4	-8	-2	-4	26	-2	20
COc1ccc(S(=O)(=O)N2CCN(C)CC2)cc1	1.7	-2	-1	3	6	-6	15	-4	11
O=C(Nc1nc2ccc(F)cc2s1)c1cccc(S(=O)(=O)N2CCc3ccccc32)c1	3.2	-2	28	40*	14*	0	0	50*	22
CC1CCCCC1NC(=O)COC(=O)c1ccc2c(c1Cl)C(=O)c1ccccc1C2=O (stereo unspecified)	1.4	7	-5	28	-4	2	13	16	-17
CCN1CCCC1CNC(=O)c1cc2cc(F)ccc2[nH]1 (stereo unspecified)	1.0	-1	-7	5	1	-2	11	-17	15

The last 2 compounds of the section above are carried over, then new ones follow:
SMILES	CHOP UPR activ	APJ ag	tim23-1 inh	tim10-1 inh	NR3A LBD binder	UPR XBP1 act	NALP3 yeast inh	TIM10 inh	Mdm2 MdmX PPI
CC1CCCCC1NC(=O)COC(=O)c1ccc2c(c1Cl)C(=O)c1ccccc1C2=O (stereo unspecified)	1.4	7	-5	28	-4	2	13	16	-17
CCN1CCCC1CNC(=O)c1cc2cc(F)ccc2[nH]1 (stereo unspecified)	1.0	-1	-7	5	1	-2	11	-17	15
COc1ccc(C2=Nn3c(nnc3-c3ccccc3)SC2)cc1OC	-1.5	-3	-16	19	3	8	3	-14	33
Cn1nc([N+](=O)[O-])nc1Sc1cccc2cccnc12	2.3	-2	22	28	3	9	30	25	5
COc1ccc(C2C=C(Nc3ccccc3)C(=O)N2c2ccccc2)cc1OC (stereo unspecified)	3.7	-2	23	33	-1	2	2	4	-18
COc1ccc(CCN2C(=O)CC(NNC(=O)c3cccc(O)c3)C2=O)cc1 (stereo unspecified)	0.9	0	-5	-15	-3	-3	12	-17	20
Cn1cnnc1SCc1ccccc1	-0.6	-5	-9	1	-1	-6	3	-8	11
CN1CCCN(C(=O)c2cccc3ccccc23)CC1	1.3	0	-9	-15	1	-6	4	2	21
C=CCn1cc(Cl)c(=O)n(CC=C)c1=O	-0.2	-4	12	11	2	-1	12	13	16
COc1ccc(OC)c(-c2cc(C3CCN(C(=O)OC(C)(C)C)CC3)[nH]n2)c1	2.8	0	19	40	0	-1	5	9	-8
Cc1ccc(Cl)cc1N1CCN(C(=O)CSc2nnc3n2C(C)(C)Cc2ccccc2-3)CC1	8.7	11	4	2	-2	7	16	16	47
Cc1nnc(SCC(=O)NCc2ccccc2)[nH]c1=O	0.5	-4	-13	12	5	2	8	4	4
Cc1nn(Cc2ccccc2)c(C)c1C(=O)OCC(=O)c1cc(C)n(C2CC2)c1C	3.5	0	44	40	1	-4	6	32	25
COC(=O)c1cc(S(=O)(=O)NCC2CCN(Cc3cccc(Cl)c3)CC2)c[nH]1	0.8	-5	-2	21	2	-2	8	8	23
O=Cc1c(NC2CCCCC2)c2ccccc2[nH]c1=O	3.1	-1	26	25	-2	-4	-17	20	11
CCN(CC)c1ccc(/C=N/N2CCN(Cc3ccccc3)CC2)cc1	-0.1	-4	26	-3	0	-5	36	12	8
COc1ccc(NC(=O)c2ccc(-c3ccc([N+](=O)[O-])cc3)o2)cc1OC	-0.1	2	-6	2	14*	-2	22	2	3
Cc1ccc(NC(=O)COC(=O)C2=COCCO2)cc1	0.5	-3	-6	0	-2	0	15	-2	14
O=C(CN(c1ccccc1)S(=O)(=O)c1ccccc1)Nc1ccccc1C(=O)NCc1ccco1	0.3	-1	22	17	-2	-1	8	17	-11
Cc1c(C(N)=O)sc2ncn(CC(=O)OC(C)C)c(=O)c12	-1.9	-1	3	20	0	-2	11	-5	0
COC(=O)CSc1ncnc2c1sc1nc(N3CCOCC3)c3c(c12)CCCC3	-0.1	-1	-17	11	1	1	13	-1	-9
Cc1cccc(N(CC(=O)N/N=C/c2cc([N+](=O)[O-])ccc2Cl)S(C)(=O)=O)c1C	-0.2	7	7	14	0	2	8	9	5
CCc1ccc(CNC(=O)C2CCN(S(=O)(=O)N3CCC4(CC3)OCCO4)CC2)cc1	0.6	0	16	21	1	5	8	14	-28
Nc1cc(C(=O)OCC(=O)N2CCC(Cc3ccccc3)CC2)ccc1Cl	0.5	-3	17	5	1	-1	3	16	15
COc1cc(NC(=O)COC(=O)CNC(=O)c2ccc(C)s2)cc(OC)c1	2.8	-2	-1	-2	2	-2	6	6	-24
Cc1nn2c(NCC(C)C)c3c(nc2c1-c1ccccc1)CCC3	2.0	-2	26	32	2	-4	-4	15	2
O=C(NCC1(N2CCOCC2)CCCCC1)c1cccc(S(=O)(=O)Nc2ccc(F)cc2)c1	1.6	-1	0	-4	-2	-3	6	-10	-11
O=C(O)CSCc1ccc(Cl)cc1	8.1	-2	10	5	-1	-1	-13	-1	12
CCOC(=O)c1cn(-c2ccc([N+](=O)[O-])cc2)c2cc(Cl)c([N+](=O)[O-])cc2c1=O	3.7	0	-3	15	2	-1	-12	-1	-14
Cc1nc2cc(OCc3cc(C(=O)NC(C)c4cnn(C)c4)no3)ccc2s1 (stereo unspecified)	4.1	10	4	3	2	-4	19	4	-6
Cc1cc(=O)[nH]c(SCc2nnnn2-c2ccc(Cl)cc2)n1	2.2	1	6	6	-5	-1	8	-2	4
O=C(Cn1c(-c2cscn2)nc2ccccc21)Nc1ccccc1F	-2.1	-5	-5	10	2	-1	4	6	34
Cc1ccc(C2(C)NC(=O)N(CC(=O)NCc3ccccc3Cl)C2=O)cc1 (stereo unspecified)	1.2	-4	0	1	0	-2	18	0	-2
COc1ccc(NC(=O)C2C(=O)NC3(C)CC2c2ccccc2O3)cc1 (stereo unspecified)	-0.6	-3	4	11	4	15	5	13	2
Cc1cccc(OCCOCCN2CCOCC2)c1C	-1.1	-3	-5	-9	1	-4	26	-26	11
CC[C@H](C)[C@H](NC(N)=O)C(=O)Nc1ccc2c(c1)OCO2	1.3	-1	19	-1	-1	-2	4	-4	-10
COC(=O)c1ccc(NC(=O)CSc2nc3ccccc3c(=O)[nH]2)cc1	-1.2	1	-4	6	1	-1	-12	2	7
Cc1ccc(NC(=O)CSCc2cc(=O)n3cc(C)sc3n2)cc1	-0.7	-1	6	4	1	-4	19	-4	17
CCn1c(=N)n(CC(=O)c2cccc([N+](=O)[O-])c2)c2ccccc21	-0.6	-3	1	8	-2	-3	-9	4	-17
O=C(N=Nc1c(O)[nH]c2ccc(F)cc12)C1COc2ccccc2O1 (stereo unspecified)	1.2	-3	5	17	2	-1	-10	21	26
CC(NC(=O)CSc1n[nH]c(=O)[nH]c1=O)C1CC2CCC1C2 (stereo unspecified)	3.7	-3	3	12	0	0	-2	-19	-19
Cc1ccc(NC(=O)c2c(F)cccc2Cl)cc1S(=O)(=O)N1CCOCC1	-2.2	3	21	21	-4	3	5	15	22
CCOc1cc(/C=C2/NC(=S)NC2=O)ccc1OCc1ccc([N+](=O)[O-])cc1	165*	17	-6	7	1	127*	35	-5	60*
CCN(Cc1nc2cc(OC)c(OC)cc2c(=O)[nH]1)C(=O)c1ccc(S(=O)(=O)N(C)C)cc1	1.6	7	14	6	-2	0	17	0	10
Cc1cc(C)cc(N(C(C)C(=O)NCc2ccc3c(c2)OCO3)S(C)(=O)=O)c1 (stereo unspecified)	-1.2	0	11	14	-2	-4	-1	-1	1
S=C(Nc1cc(Cl)cc(Cl)c1)N1CCCC1	1.5	0	19	20	2	0	15	13	7
Cc1cccc(-n2c(SCC(=O)N3CC(=O)Nc4ccccc43)nc3ccccc3c2=O)c1	0.9	-3	21	9	-2	3	21	11	-10
COc1ccc(/C=C/C(=O)NC(=S)N2CCN(c3ccccn3)CC2)cc1	1.0	0	25	17	1	-1	28	21	14
CC(=O)NCCc1c[nH]c2ccc(OCC(O)CNC(C)(C)C)cc12 (stereo unspecified)	0.7	-3	17	-6	2	-2	2	-10	-4
COc1ccc(CCNc2nc(-c3ccncc3)cs2)cc1OC	1.6	-3	9	9	-3	0	16	9	1

One compound at a time, from the list above. Values in the order: CHOP UPR activ	APJ ag	tim23-1 inh	tim10-1 inh	NR3A LBD binder	UPR XBP1 act	NALP3 yeast inh	TIM10 inh	Mdm2 MdmX PPI
S=C(Nc1cc(Cl)cc(Cl)c1)N1CCCC1 is listed as 1.5	0	19	20	2	0	15	13	7
CCOc1cc(/C=C2/NC(=S)NC2=O)ccc1OCc1ccc([N+](=O)[O-])cc1 is listed as 165*	17	-6	7	1	127*	35	-5	60*
COc1ccc(CCNc2nc(-c3ccncc3)cs2)cc1OC is listed as 1.6	-3	9	9	-3	0	16	9	1
Cc1cc(C)cc(N(C(C)C(=O)NCc2ccc3c(c2)OCO3)S(C)(=O)=O)c1 (stereo unspecified) is listed as -1.2	0	11	14	-2	-4	-1	-1	1
CCN(Cc1nc2cc(OC)c(OC)cc2c(=O)[nH]1)C(=O)c1ccc(S(=O)(=O)N(C)C)cc1 is listed as 1.6	7	14	6	-2	0	17	0	10
